Screening data as filed in PubChem.
TDP43 rescue: TDP-43 toxicity inhibition in yeast. TDP-43 expressing yeast growth rescue, BacTiter-Glo, 24 h. Potency, µM (highest dose often 46.1 µM), inactives show top-dose growth rescue (activation), most hits filed as activators. 410,000 tested, 1.8% active. AID 652104; further: potency means the concentration at half of the fitted maximal effect; % of control where 0% means no effect; nearly all actives have a fitted effect of over 50% in size
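Cell-based yeast growth screen: TDP-43 expression induced in galactose, inoculum OD600=0.02 after raffinose pregrowth to mid-log. Read-out BacTiter-Glo luminescence at 24 hr, 30 deg C; inhibition of toxicity seen as signal increase.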
GLP-1R inv ag: GLP-1 receptor (human) inverse agonism; P43220; HEK293 GLP-1R CRE-luciferase, luminescence, 24 h; GLP-1R form is constitutively active; Potency, µM (doses to about 38.3 µM), for inactives: top-dose activity change, negative = inhibition, actives largely listed as inhibitors; 410,000 tested, 1.6% active; AID 624417; further: potency means the concentration at half of the fitted maximal effect; on the % scale 0 is the no-effect control and ±100 the full control effect; nearly all actives have a fitted effect of over 55% in size
Target sequence (P43220 whole entry, looked up): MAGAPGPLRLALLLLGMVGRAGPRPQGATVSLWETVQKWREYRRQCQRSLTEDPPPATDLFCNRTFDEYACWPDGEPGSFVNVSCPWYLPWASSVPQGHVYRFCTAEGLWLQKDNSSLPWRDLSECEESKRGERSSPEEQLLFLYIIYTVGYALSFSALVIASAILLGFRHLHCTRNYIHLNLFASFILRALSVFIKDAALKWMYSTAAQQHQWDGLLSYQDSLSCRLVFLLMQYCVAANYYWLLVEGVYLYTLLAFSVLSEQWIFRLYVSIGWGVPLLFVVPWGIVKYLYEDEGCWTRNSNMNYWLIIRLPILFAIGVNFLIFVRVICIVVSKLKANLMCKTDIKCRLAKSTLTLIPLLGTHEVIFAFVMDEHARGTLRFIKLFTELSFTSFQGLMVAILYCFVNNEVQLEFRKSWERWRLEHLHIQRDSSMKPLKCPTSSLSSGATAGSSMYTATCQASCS
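Constitutively active GLP-1R drives a cAMP-responsive luciferase in stably transfected HEK293 cells; test compounds are added after overnight (12 h) attachment and left 24 hr, and signal loss in luminescence marks inhibition.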
D3 ag: activates the human D3 dopamine receptor; D3R DiscoveRx beta-arrestin cells, luminescence, 90 min; 410,000 tested, 0.58% active; P35462; AID 652048; max activation, %; in the data active means max activation above about 30%; further: 0% is about no effect; mostly tested at two doses, the higher about 12 µM
Target sequence (P35462 whole entry, looked up): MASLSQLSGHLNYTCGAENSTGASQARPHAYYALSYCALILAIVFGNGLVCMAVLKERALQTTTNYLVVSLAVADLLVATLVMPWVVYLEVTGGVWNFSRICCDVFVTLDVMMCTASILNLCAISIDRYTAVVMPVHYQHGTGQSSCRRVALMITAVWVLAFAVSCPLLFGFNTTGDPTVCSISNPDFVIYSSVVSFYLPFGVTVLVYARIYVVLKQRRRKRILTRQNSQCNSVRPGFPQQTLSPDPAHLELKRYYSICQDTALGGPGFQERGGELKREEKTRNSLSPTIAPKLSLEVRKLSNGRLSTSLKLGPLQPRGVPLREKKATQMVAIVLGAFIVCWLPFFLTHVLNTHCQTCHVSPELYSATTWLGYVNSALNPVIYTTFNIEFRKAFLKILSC
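Cells at 1500/well, incubated overnight, then treated with pinned compounds (dopamine as control) for 90 min at 37 degrees C. DiscoveRx reagent added for 30 - 60 minutes at room temperature; luminescence read.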
PTHR1 agonist: PTHR1 (human) receptor agonism; Q03431; HEK293 GP2 PTHR1 cells, GloSensor cAMP luminescence, 1 h; Potency, µM (top dose mostly 115 µM), for the others: at the highest dose activation, usual class: activators; 410,000 tested, 0.075% active; further: potency means the concentration at half of the fitted maximal effect; nearly all actives have a fitted effect of over 55% in size; some results filed as inactive show a strong effect at the top dose; inactives centre near -15; many of its hits are not listed in these tables
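HEK-293-derived GP2 cells expressing PTHR1 and a GloSensor cAMP reporter, 3,000/well, plated overnight, given luciferin plus IBMX (each 0.5 mM as added) for 1 h at 37 °C, then compound for 1 h at 37 °C. Luminescence was read after 15 min at room temperature.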
DRD3 antagonist: blocks the human D3 dopamine receptor; max response, negative = inhibition, %; P35462; 360,000 tested, 2.5% active; D3R cells, DiscoveRx beta-arrestin luminescence, antagonist mode; active compounds read low; AID 652054; in the data active means max response below about -50%; inconclusive means no clear call, values can overlap the other calls; further: on the % scale 0 is the no-effect control and ±100 the full control effect; mostly tested at two doses, the higher about 12 µM
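Cells plated overnight at 1500 cells/well, then exposed to library compounds with dopamine controls for 90 minutes at 37 degrees C. DiscoveRx reagent added for 30–60 minutes at room temperature; luminescence read, quantitative HTS format.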
KB-V1 cytotox: KB-V1 MDR subline cytotoxicity; KB-V1 MDR cells viability, CellTiter-Glo, 72 h; Potency, µM (titrated, usually from 46.1 µM), without a hit: top-dose activity change, negative = cytotoxicity, hits mostly cytotoxic; 400,000 tested, 3.4% active; further: potency means the concentration at half of the fitted maximal effect; on the % scale 0 is the no-effect control and ±100 the full control effect; nearly all actives have a fitted effect of over 60% in size
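Cells of the MDR subline KB-V1 are plated, dosed with compound at multiple concentrations, and incubated 72 h at 37 degrees C; CellTiter-Glo is then added and luminescence read after 10 min.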
GLP1R cytotox: cytotoxic in the GLP-1 receptor inverse agonist counter-screen; Potency, µM (doses to about 38.3 µM), inactives show at the highest dose activity change, negative = inhibition, most hits filed as inhibitors; 410,000 tested, 0.13% active; HEK293 cAMP-luciferase reporter cells, luminescence, 24 h;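 further: loss of luciferase light is scored as toxicity; potency means the concentration at half of the fitted maximal effect; on the % scale 0 is the no-effect control and ±100 the full control effect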
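Cells in DMEM/10% Nu serum/1% pen-strep, 1536-well format. Pre-incubated 12 h, dosed with 23 nL compound, incubated a further 24 h. Luciferase detection, 12 min at room temp, luminescence.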
aSyn yeast inh: alpha-synuclein toxicity inhibition in yeast; Yeast expressing alpha-synuclein, growth rescue, BacTiter-Glo, 24 h; Potency, µM (highest dose often 46.1 µM), without a hit: at the top dose growth rescue (activation), actives largely listed as activators; 370,000 tested, 0.14% active; AID 652106; further: potency means the concentration at half of the fitted maximal effect; % of control where 0% means no effect; nearly all actives have a fitted effect of over 65% in size
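Readout is rescue of growth in alpha-synuclein-expressing yeast, so inhibitors of toxicity appear as activators. Growth after 24 hr at 30 deg C in galactose medium is quantified by luminescence.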
GLP1R ag: GLP-1 receptor (human) agonism | Potency, µM (doses to about 45.6 µM), for the others: top-dose activation, actives largely listed as activators | 380,000 tested, 0.007% active | P43220 | HEK293 GLP-1R CRE-luciferase, luminescence, 4-6 h; cells express a hypersensitive GLP-1R form; further: potency means the concentration at half of the fitted maximal effect; % of control where 0% means no effect
Starred values were filed as active, the others as inactive; i = inactive; ? = inconclusive; . = not tested or not shown; & = joins results of further samples; [ ] = another dose, or the depositor's remark. Unless noted, the call rests on the fitted dose curve; in most records, active means well fitted curve in the direction sought with a large enough effect; inconclusive means small, poorly fitted or top-dose-only effect, or another doubt; inactive means no such curve, though single readings can be large; an effect the other way counts as inactive or inconclusive. These rows are one share of the data. The share of hits here may be higher or lower than overall.

entry	SMILES	TDP43 rescue	GLP-1R inv ag	D3 ag	PTHR1 agonist	DRD3 antagonist	KB-V1 cytotox	GLP1R cytotox	aSyn yeast inh	GLP1R ag
1	COc1ccccc1CNC(=O)c1ccccc1C(=O)NC(C)(C)C(=O)NCc1ccccc1OC	-15%	2%	4	i	1	-6%	1%	2%	-6%
2	C=C(c1ccc(OC)cc1)c1ccc(OC)cc1	17%	-4%	10	i	9	-17%	-2%[1.53 µM]	2%	-2%
3	O=C(CSc1ncn[nH]1)NCCOc1ccccc1	0%	4%	2	i	2	6%	-11%	1%	-10%
4	COc1ccc(CN(C)CC(O)COC(c2ccccc2)c2ccccc2)c(OC)c1OC (stereo not given)	-1%	?	-14	i	12	-19%	-28%	3%	3%
5	COc1cc(C2SCC(=O)N2c2c(C)n(C)n(-c3ccccc3)c2=O)ccc1O (stereo not given)	-10%	-3%	-8	i	?	14%	-22%	-3%	5%
6	COc1ccc(/C=C/c2ccc3ccccc3[n+]2C)cc1OC	-2%	-15%	1	i	-19	-20%&-4%	-24%	-11%&-4%	-8%
7	CC1C(=O)N(Cc2cn(Cc3ccco3)nn2)CCS(=O)(=O)N1Cc1ccc(-c2cccc(CO)c2)cc1 (stereo not given)	20%	9%	0	i	3	-6%	4%	5%	4%
8	C[C@H]1CN(CCc2ccccc2)C(=O)[C@@H]1CC(=O)Nc1ccc(Br)cc1	18%	?	-5	i	-11	26%	3%	6%	-2%
9	Cc1ccc2c(Cl)c(C(=O)Nc3nn[nH]n3)sc2c1	-1%[9.22 µM]	1%[7.66 µM]	-1	-19%	-1	18%	14%[7.66 µM]	4%	2%
10	CN(C)S(=O)(=O)c1cccc(-c2nn(-c3ccccc3)cc2/C=C(/C#N)C(=O)NCc2ccco2)c1	-29%	3%	-14	-6%	?	-27%	5%[1.53 µM]	-1%	15%
11	C[C@H](NC(=O)OC(C)(C)C)C(=O)N/N=C/C1=Cc2ccccc2OC1	8%	?	-4	-20%	-3	-16%	-17%	-4%	6%
12	Cc1ccc(C(CC(=O)N2CCCC2)c2ccccc2)c(O)c1C (stereo not given)	24%	-31%	2	-12%	-3	5%	-15%	8%	0%
13	Cc1ccnc(SCc2cn3c(C)cccc3n2)n1	0%	22%	6	i	-13	-10%	-4%	0%	13%
14	CC(/C=C/c1ccco1)=N\NC(=O)c1cccc(Cl)c1	7%	?	-2	i	-4	?	0%	-7%	-4%
15	C=CC(COCc1ccccc1)N([C@@H](Cc1ccccc1)C(=O)OC)S(=O)(=O)c1ccccc1Br (stereo not given in full)	0%	3.5µM*	7	i	7	?	20%	11%	-2%
16	CC(C)COc1cccc(C(=O)NC2(C)CCS(=O)(=O)C2)c1 (stereo not given)	2%	0%	-11	-21%	24	-8%	-2%	2%	1%
17	C#CCN1C(=O)S/C(=C/C=C/c2ccc(N(C)C)cc2)C1=O	-3%	-29%	-3	-38%[inhibitor]	-9	0%	-20%	-17%	0%
18	CC(=O)Nc1ccc(Cl)cc1C(=O)c1ccc[nH]1	?	-6%	-5	i	-1	7%	5%	0%	6%
19	O=C(OCCOc1cccc(Cl)c1)C1CCN(S(=O)(=O)c2ccccc2)CC1	8%	2%	-8	i	-27	.	-9%	-3%	22%
20	CCC1Oc2ccccc2N(CC(=O)NCCC2=CCCCC2)C1=O (stereo not given)	4%	?	-9	i	-7	-4%	-6%	11%	0%
21	CC(=O)Nc1nonc1-c1nc2ccccc2n1Cc1ccccc1Br	10%	-8%	-4	-3%	.	0%	11%	.	.
22	Cc1ccc(N=Nc2c(N)[nH]n3c(=O)cc(-c4ccccc4)nc23)cc1	9%	0%	-8	i	-28	?	2%	2%	-6%
23	COc1cccc(NC(=O)C2CCCN(c3nnc(-n4c(C)ccc4C)s3)C2)c1 (stereo not given)	15%	-16%	-3	-11%	.	.	-23%	.	.
24	COc1ccc(C(=O)Nc2ccc3ncccc3c2)cc1	3%	?	-7	-42%	-11	?	4%	-6%	-3%
25	COc1ccc(NC(=O)CCc2c(C)nn(-c3ccc(N4CCCC4)nn3)c2C)cc1Cl	-15%	22%	-4	-20%	.	.	-9%	.	.
26	COc1ccccc1NC(=O)COC(=O)c1cc([N+](=O)[O-])ccc1N1CCCC1	28%	6%	1	-23%	-7	-20%	0%	5%	30%
27	Cc1c(C)c2c(OCC(=O)NCC(C)C)cc3c(c2oc1=O)CCC(C)(C)O3	-2%	12%	-5	i	-17	-2%	24%	-2%	-3%
28	COc1ccc(OCCN2CCC(C(=O)NC(c3ccc(Cl)cc3)c3cnccn3)CC2)cc1 (stereo not given)	9%	?	-13	-25%	?	5%	-8%	1%	-2%
29	COc1ccc(C(=O)Nn2c(SCC(=O)NCc3ccccc3)nc3ccccc3c2=O)cc1	6%	?	3	i	4	-17%	7%	2%	-14%
30	CN(C)S(=O)(=O)c1ccc2oc(SCC(=O)NCC(F)(F)F)nc2c1	-2%	-11%	3	i	-2	0%	0%	1%	2%
31	Cc1cccn2cc(COc3cccc([N+](=O)[O-])c3)nc12	-3%[9.22 µM]	12%	2	-11%	1	13%	4%	3%	22%
32	COc1cc2c(cc1NC(=O)C(C)N1CCN(S(=O)(=O)c3ccccc3[N+](=O)[O-])CC1)oc1ccccc12 (stereo not given)	-10%	40%[activator]	16	12%[57.5 µM]	-12	-14%	8%	0%	-2%
33	CCOC(=O)C1CCCN(C2=NC(=O)/C(=C/c3ccc(O)c(OC)c3)S2)C1 (stereo not given)	11%	67%[activator]	2	i	-17	2%	2%	1%	13%
34	CCOC(=O)c1ccc(NC(=O)Cn2cnc3sc(C(=O)OCC)c(C)c3c2=O)cc1	21%	9%	3	-15%	.	-8%	1%	.	.
35	CCCCn1c(NS(=O)(=O)c2ccc(C)cc2)c(S(=O)(=O)c2ccccc2)c2nc3ccccc3nc21	19%	?	-5	i	-17	-20%	42%[activator]	-11%	0%
36	NC(=O)C1CCN(C(=O)CCc2nc3sc4c(c3c(=O)[nH]2)CCCC4)CC1	9%	3%	8	-16%	21	29%	-12%	1%	-4%
37	COc1ccccc1NS(=O)(=O)NC(=O)c1cn(C)c2ccccc12	20%	10%	3	-8%	12	2%	7%	6%	-1%
38	CC12CCC(C(=O)NCc3ccccc3)(OC1=O)C2(C)C (stereo not given)	10%	0%	1	i	8	16%	6%	-2%	3%
39	CCCSC1=C(C#N)C(c2ccccc2C)C(C(=O)OC)C(=O)N1 (stereo not given)	-18%	16%	16	-72%[inhibitor]	?	-26%	-2%	0%	19%
40	COc1ccc(S(=O)(=O)N2CCN(C(=O)c3c(C)nn(-c4ccccc4)c3Cl)CC2)cc1	-8%	-13%	-15	-9%[57.5 µM]	0	?	-5%	-2%	2%
41	O=C(O)c1ccc(N/N=C/c2cn(Cc3ccc(F)cc3)c3ccccc23)cc1	?	?	-9	-9%	?	11%	-4%	-15%	-3%
42	CCC(C)[C@H](NC(=O)N1CC(=O)Nc2ccccc21)C(=O)Nc1nccs1 (stereo not given in full)	2%	7%	-9	i	11	?	-4%	2%	6%
43	O=C(CN1CCCCC1)NN(Cc1ccccc1)c1ccccc1	-25%	?	-8	?	?	-24%	10%	-1%	4%
44	O=C(COC(=O)c1cc(=O)[nH]c2ccccc12)NC1CCCCCCC1	7%	7%	3	i	17	0%	-3%	5%	9%
45	OC(c1cccc(F)c1)c1ncc(-c2ccc(C(F)(F)F)cc2)[nH]1 (stereo not given)	0%	?	5	-65%[inhibitor]	17	4%	-2%	5%	19%
46	CCN(CC)C1CCN(Cc2cn[nH]c2-c2ccc(OC)c(F)c2)C1 (stereo not given)	-37%[inhibitor]	4%	-8	i	-18	1%	0%	-16%	13%
47	CCCCOC(=O)c1cc(C)nc2ccc(Br)cc12	-7%	0%	16	-6%[57.5 µM]	-13	8%	-9%	-11%	-2%
48	CCOC(=O)COc1ccc(S(=O)(=O)Nc2ccc(C)cc2)cc1	-22%	-7%	2	-8%[57.5 µM]	27	0%	-9%	7%	-13%
49	O=C1C(C=NCc2ccco2)=C(O)c2ccccc21	-2%	19%	-4	-9%[57.5 µM]	2	4%	-1%	11%	-3%
50	Cc1c(NS(=O)(=O)c2cccc(C(=O)OCC(=O)c3ccc(Cl)cc3)c2)c(=O)n(-c2ccccc2)n1C	19%	-28%	-3	-4%	4	?	1%	1%	2%

Further structures:
entry	SMILES	TDP43 rescue	GLP-1R inv ag	D3 ag	PTHR1 agonist	DRD3 antagonist	KB-V1 cytotox	GLP1R cytotox	aSyn yeast inh	GLP1R ag
51	COCCn1c(Cc2ccccc2)nnc1SCC(=O)N1CCOCC1	22%	-5%	1	-37%[inhibitor]	15	20%	-3%	1%	11%
52	CCN(CC)CCNC(=O)c1cn(CC)c2ccc(S(=O)(=O)N(C)C)cc2c1=O	10%	7%	3	i	9	12%	-4%	-5%	-6%
53	CC(C)(C)c1ccc(C(=O)c2c[nH]c(C(=O)NCc3cccnc3)c2)cc1	-4%	107%[activator]	-1	-40%[inhibitor]	12	-26%	-2%	-3%	1%
54	COCCn1c(SCC(=O)Nc2cccc(OC)c2)nc2c(oc3ccccc32)c1=O	5%	-9%	2	-30%	22	7%	-14%	1%	14%
55	CCCc1[nH]c2ccc(C(=O)OC)cc2c1CCC	30%	?	9	i	0	6%	-8%	7%	9%

Entries of single compounds, looked up by structure. Order of values: TDP43 rescue, GLP-1R inv ag, D3 ag, PTHR1 agonist, DRD3 antagonist, KB-V1 cytotox, GLP1R cytotox, aSyn yeast inh, GLP1R ag
`CCN(CC)CCNC(=O)c1cn(CC)c2ccc(S(=O)(=O)N(C)C)cc2c1=O` reads 10%, 7%, 3, i, 9, 12%, -4%, -5%, -6%
`COCCn1c(Cc2ccccc2)nnc1SCC(=O)N1CCOCC1` reads 22%, -5%, 1, -37%[inhibitor], 15, 20%, -3%, 1%, 11%
`COc1ccccc1NC(=O)COC(=O)c1cc([N+](=O)[O-])ccc1N1CCCC1` reads 28%, 6%, 1, -23%, -7, -20%, 0%, 5%, 30%
